PTHR1 ag – PTHR1 (human) receptor agonism. AID 743266. Q03431. HEK293 GP2 PTHR1 cells, GloSensor cAMP luminescence, 1 h. Potency, µM (doses to about 115 µM), inactives show at the highest dose activation, actives largely listed as activators. hit rate 0.075% among 410,000; further: potency means the concentration at half of the fitted maximal effect; nearly all actives have a fitted effect of over 55% in size; some results filed as inactive show a strong effect at the top dose; inactives centre near -15; many of its hits are not listed in these tables
Target sequence (Q03431 whole entry, looked up): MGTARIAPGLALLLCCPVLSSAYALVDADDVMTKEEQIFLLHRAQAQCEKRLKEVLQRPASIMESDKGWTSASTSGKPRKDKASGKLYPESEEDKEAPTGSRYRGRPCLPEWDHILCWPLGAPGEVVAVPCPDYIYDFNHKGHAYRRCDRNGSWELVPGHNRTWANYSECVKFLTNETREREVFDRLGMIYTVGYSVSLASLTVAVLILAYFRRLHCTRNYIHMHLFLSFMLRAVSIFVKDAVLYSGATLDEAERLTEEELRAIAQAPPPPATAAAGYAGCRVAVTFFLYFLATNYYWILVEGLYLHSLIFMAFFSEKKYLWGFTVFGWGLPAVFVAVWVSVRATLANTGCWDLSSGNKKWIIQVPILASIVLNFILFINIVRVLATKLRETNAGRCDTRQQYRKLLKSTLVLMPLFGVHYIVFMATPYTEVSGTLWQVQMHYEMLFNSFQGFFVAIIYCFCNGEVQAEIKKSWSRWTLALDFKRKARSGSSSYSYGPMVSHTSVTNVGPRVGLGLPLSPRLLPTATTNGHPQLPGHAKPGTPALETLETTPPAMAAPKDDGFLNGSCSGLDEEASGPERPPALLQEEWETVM
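HEK-293-derived GP2 cells expressing PTHR1 and a GloSensor cAMP reporter, 3,000/well, plated overnight, given luciferin plus IBMX (each 0.5 mM as added) for 1 h at 37 °C, then compound for 1 h at 37 °C. Luminescence was read after 15 min at room temperature.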
Mm-Cpn inhibitor – inhibitors of Methanococcus maripaludis chaperonin (MmCpn) | purified Mm-Cpn ATPase, ADP Transcreener TR-FRET | Potency, µM (series often up to 76.9 µM), for the others: at the top dose activity, negative = inhibition, most hits filed as inhibitors | hit rate 0.031% among 330,000; further: potency means the concentration at half of the fitted maximal effect; on the % scale 0 is the no-effect control and ±100 the full control effect; nearly all actives have a fitted effect of over 80% in size
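TR-FRET (320 nm excitation; 590 and 665 nm emission) reports ADP made from 10 uM ATP by 25 nM enzyme; compounds were preincubated 10 min, reaction run 30 min, both at 37°C.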
DRD3 antagonist – antagonists of human D3 dopamine receptor; AID 652054; max response, negative = inhibition, %; D3R cells, DiscoveRx beta-arrestin luminescence, antagonist mode; stronger effect = lower value; P35462; hit rate 2.5% among 360,000; in the data active means max response below about -50%; inconclusive means no clear call, values can overlap the other calls; further: on the % scale 0 is the no-effect control and ±100 the full control effect; mostly tested at two doses, the higher about 12 µM
Target sequence (P35462 whole entry, looked up): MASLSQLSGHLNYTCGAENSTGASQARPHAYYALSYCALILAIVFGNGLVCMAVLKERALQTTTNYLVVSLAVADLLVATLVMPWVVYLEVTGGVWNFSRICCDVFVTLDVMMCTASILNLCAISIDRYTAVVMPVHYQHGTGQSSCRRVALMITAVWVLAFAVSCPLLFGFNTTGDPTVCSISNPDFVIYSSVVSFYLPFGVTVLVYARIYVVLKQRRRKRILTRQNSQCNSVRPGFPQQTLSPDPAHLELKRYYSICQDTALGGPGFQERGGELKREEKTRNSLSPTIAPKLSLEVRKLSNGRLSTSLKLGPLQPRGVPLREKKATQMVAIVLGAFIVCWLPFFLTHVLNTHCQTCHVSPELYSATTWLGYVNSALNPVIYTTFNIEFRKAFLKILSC
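Cells plated overnight at 1500 cells/well, then exposed to library compounds with dopamine controls for 90 minutes at 37 degrees C. DiscoveRx reagent added for 30–60 minutes at room temperature; luminescence read, quantitative HTS format.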
Akt phos inh – blocks phosphorylation of Akt; Neuro2A IGF-stimulated pAkt S473 HTRF, 20 min; stronger effect = lower value; activity change, % for hits at 50 µM; hit rate 0.32% among 360,000; in the data active means activity change below about -80%; inconclusive means mostly about -51% to -80%; further: on the % scale 0 is the no-effect control and ±100 the full control effect
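Neuro2A cells in DMEM with 0.5% FBS, overnight at 37 deg C, given compound at single 50 µM final, then IGF (6 nM final) for 20 min at 37 deg C. Lysed; phospho-Akt Ser473 by HTRF after 24 h, 665/615 ratio.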
CCT modulator – modulators of cytosolic chaperonin (CCT/TRiC) activity; purified chaperonin ATPase assay, HTRF ADP detection, 30 min; activity change, % (test concentration not listed), hits read low; hit rate 0.3% among 360,000; in the data active means activity change below about -30%; further: on the % scale 0 is the no-effect control and ±100 the full control effect
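Nucleotide hydrolysis assay: TRiC at 20–40 nM final (set by batch activity) with 10 uM ATP, 30 min at 37 °C, in presence of 76 uM compound. Detection by competitive ADP HTRF, 30 min ambient.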
EPAC2 antagonist – EPAC2 (human) antagonism | Q8WZA2 | EPAC2 GEF exchange of Rap1B-BODIPY-GDP, fluorescence | Potency, µM (doses to about 114 µM), for the others: at the top dose activity, negative = inhibition, actives largely listed as inhibitors | hit rate 0.18% among 360,000 | AID 720708; further: potency means the concentration at half of the fitted maximal effect; on the % scale 0 is the no-effect control and ±100 the full control effect; nearly all actives have a fitted effect of over 45% in size; many of its hits are not listed in these tables
DRD3 agonist – D3 dopamine receptor (human) agonism. P35462. D3R DiscoveRx beta-arrestin cells, luminescence, 90 min. max activation, %. hit rate 0.58% among 410,000; in the data active means max activation above about 30%; further: 0% is about no effect; mostly tested at two doses, the higher about 12 µM
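Agonist mode: compounds and dopamine controls were applied to plated cells for 90 min at 37 degrees C after an overnight attachment at 1500 cells/well. Luminescent read-out followed 30 - 60 minutes at room temperature with DiscoveRx detection reagent.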
EPAC2 agonist – activates human EPAC2 exchange factor; Q8WZA2; EPAC2 activation, biochemical qHTS; response scale: 100% = 6.5 mM cAMP response; Potency, µM (highest dose often 154 µM), without a hit: at the highest dose activation, hits mostly activators; hit rate 0.079% among 360,000; further: potency means the concentration at half of the fitted maximal effect; nearly all actives have a fitted effect of over 50% in size
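In this primary screen, activation is scored as increased exchange of BODIPY-GDP from Rap1B by 100 nM EPAC2, with 50 uM GDP as competitor. Signal is normalized to the 6.5 mM cAMP agonist control.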
* = called active by the depositor; i = inactive; ? = inconclusive; / = no result given; [ ] = remark or other dose. Unless noted, the call rests on the fitted dose curve; in most records, active means well fitted curve in the direction sought with a large enough effect; inconclusive means small, poorly fitted or top-dose-only effect, or another doubt; inactive means no such curve, though single readings can be large; an effect the other way counts as inactive or inconclusive.

SMILES | PTHR1 ag | Mm-Cpn inhibitor | DRD3 antagonist | Akt phos inh | CCT modulator | EPAC2 antagonist | DRD3 agonist | EPAC2 agonist
CCCCN1C(=O)CC(Sc2ncccc2C(=O)O)C1=O (stereo not given) | 22% | -2% | -1 | i | -0.8 | -5% | 5 | 4%
COc1ccc2[nH]c3c(c2c1)CCN1C(=O)C(CC(=O)NCCC2=CCCCC2)C[C@H](C(=O)N2CCCCC2)[C@@]31C (stereo not given in full) | -50%[inhibitor] | -1% | ? | i | -0.1 | 5% | -14 | 0%
CC1(C(=O)NS(=O)(=O)C2CC2)CCN(C(=O)c2cccc(OC(F)(F)F)c2)C1 (stereo not given) | i | / | -6 | i | -1.3 | 5% | -5 | 10%
O=[N+]([O-])c1ccc(NC2CCCCC2)nc1 | -22% | / | -20 | i | -1.4 | 12% | -4 | 10%
Cc1ccc(C2=NOC(C)(c3nnc(-c4ccccc4)o3)C2)cc1 (stereo not given) | -24% | / | 9 | i | -2.3 | -13% | 6 | 19%
Cc1cccc(N=Nc2c(C)[nH]n(-c3ccccc3)c2=O)c1 | -29% | 2% | 3 | i | -3.7 | -3% | -1 | 5%
O=C(NC1CCCCC1)Oc1cc2oc(=O)sc2cc1Br | 17% | -2% | -1 | i | -2.0 | 8% | 8 | 1%
O=C(COC(=O)c1cccc(-n2cnnn2)c1)c1ccc(F)cc1 | -15% | 1% | 8 | i | 1.5 | 6% | -7 | 6%
Cc1ccc(C(=O)NC(NCc2ccccc2)C(Cl)(Cl)Cl)cc1 (stereo not given) | i | 5% | -10 | i | -3.2 | 3% | -1 | -7%
COc1cc2ccccc2cc1C(=O)O | i | -3% | 3 | i | -1.2 | 4% | 2 | 1%
O=C(NC1CCCN(CCc2ccccc2)C1)c1c[nH]c2ccccc12 (stereo not given) | -23% | 0% | -20 | i | -0.9 | -7% | -17 | 0%
OCCC1CN(Cc2cc3c(cc2Cl)OCO3)CCN1C1CCCC1 (stereo not given) | i | 3% | -53* | i | 0.3 | 3% | -14 | 0%
Cc1ccc(-c2noc(CCCC(=O)N3CCOCC3)n2)cc1 | -19%[57.5 µM] | -1% | 15 | i | 1.1 | 0% | 2 | 4%
COc1ccc(-c2nnn(CC#N)n2)cc1OC | -31%[inhibitor][57.5 µM] | 0% | 0 | i | -3.4 | 8% | 9 | -12%
CCOc1ccc(NC(=O)c2ccco2)c([N+](=O)[O-])c1 | i | 0% | 3 | i | -0.5 | 14% | 4 | 3%
CC(OC(=O)CC1CC2CCC1C2)C(=O)Nc1ccc(C(N)=O)cc1 (stereo not given) | i | -1% | 11 | i | -0.1 | -13% | -1 | 4%
CC(NC(=O)c1cc(S(=O)(=O)N2CCCC2)ccc1Cl)c1ccccn1 (stereo not given) | -21% | 0% | -1 | i | -1.5 | 7% | -16 | 5%
C=C(C)C1CC=C(C)C(=NNC(=O)c2ccncc2)C1 (stereo not given) | i | / | 29 | i | 1.4 | -7% | 6 | -3%
COc1cc(CN(C(=S)NCC(=O)O)C2CCCC2)cc(OC)c1OC | -37%[inhibitor] | 0% | 21 | i | -1.5 | -3% | 0 | -6%
O=C1C2CC=C(Cl)CC2C(=O)N1CCc1ccccc1 (stereo not given) | i | -1% | 16 | i | 1.2 | -3% | -5 | 12%
O=C(CC1C(=O)NCCN1C(=S)Nc1ccccc1)Nc1ccc(F)cc1 (stereo not given) | i | 1% | 59 | i | -0.1 | 3% | -4 | 9%
C[C@H]1CN([C@@H](C)CO)C(=O)CCCn2nncc2CO[C@H]1CN(C)C(=O)c1cc(-c2ccccc2)on1 | -17% | / | -2 | i | -3.3 | 9% | -11 | 1%
CN1CCN(C(=O)OC2CC3CC2[C@H]2CCCCN2C3=O)CC1 (stereo not given in full) | i | / | -13 | i | -1.6 | 1% | 0 | 2%
CCOC(=O)Cc1nnc(NC(=O)CSc2ncc(-c3ccccc3)nn2)s1 | -1% | -2% | -1 | i | -0.2 | -23% | 4 | 6%
Cc1[nH]c2ccccc2c1C(=O)CSC(=S)N(C)C | i | 2% | 0 | i | 0.6 | -2% | -25 | 11%
O=C(COc1ccccc1)NC1CCSc2ccccc21 (stereo not given) | i | 2% | 6 | i | 0.4 | -11% | 5 | 6%
Cc1ccc(-c2nnc(Nc3ccc(CC(N)=O)cc3)c3ccccc23)cc1 | -10%[57.5 µM] | 0% | ? | / | 1.2 | 0% | -13 | -2%
CCOC(=O)c1c(C)oc2c1c(C(c1ccncc1)N1CCOCC1)c(O)c1ccccc12 (stereo not given) | i | 0% | 18 | i | -3.4 | -2% | 2 | 6%
COc1ccc(CNC(=O)c2cc(-c3ccccc3O)n[nH]2)cc1 | -4% | -2% | 26 | i | -1.9 | 0% | -1 | 3%
O=C(/C=C/c1cccc([N+](=O)[O-])c1)N(c1ccccn1)c1ccccn1 | -7% | 0% | -12 | i | -1.8 | -3% | -2 | 12%

As a short view, part of the list above.
SMILES | PTHR1 ag | Mm-Cpn inhibitor | DRD3 antagonist | Akt phos inh | CCT modulator | EPAC2 antagonist | DRD3 agonist | EPAC2 agonist
O=C(CC1C(=O)NCCN1C(=S)Nc1ccccc1)Nc1ccc(F)cc1 (stereo not given) | i | 1% | 59 | i | -0.1 | 3% | -4 | 9%
C[C@H]1CN([C@@H](C)CO)C(=O)CCCn2nncc2CO[C@H]1CN(C)C(=O)c1cc(-c2ccccc2)on1 | -17% | / | -2 | i | -3.3 | 9% | -11 | 1%
CN1CCN(C(=O)OC2CC3CC2[C@H]2CCCCN2C3=O)CC1 (stereo not given in full) | i | / | -13 | i | -1.6 | 1% | 0 | 2%
CCOC(=O)Cc1nnc(NC(=O)CSc2ncc(-c3ccccc3)nn2)s1 | -1% | -2% | -1 | i | -0.2 | -23% | 4 | 6%
Cc1[nH]c2ccccc2c1C(=O)CSC(=S)N(C)C | i | 2% | 0 | i | 0.6 | -2% | -25 | 11%
O=C(COc1ccccc1)NC1CCSc2ccccc21 (stereo not given) | i | 2% | 6 | i | 0.4 | -11% | 5 | 6%
Cc1ccc(-c2nnc(Nc3ccc(CC(N)=O)cc3)c3ccccc23)cc1 | -10%[57.5 µM] | 0% | ? | / | 1.2 | 0% | -13 | -2%
CCOC(=O)c1c(C)oc2c1c(C(c1ccncc1)N1CCOCC1)c(O)c1ccccc12 (stereo not given) | i | 0% | 18 | i | -3.4 | -2% | 2 | 6%
COc1ccc(CNC(=O)c2cc(-c3ccccc3O)n[nH]2)cc1 | -4% | -2% | 26 | i | -1.9 | 0% | -1 | 3%
O=C(/C=C/c1cccc([N+](=O)[O-])c1)N(c1ccccn1)c1ccccn1 | -7% | 0% | -12 | i | -1.8 | -3% | -2 | 12%

Other structures:
SMILES | PTHR1 ag | Mm-Cpn inhibitor | DRD3 antagonist | Akt phos inh | CCT modulator | EPAC2 antagonist | DRD3 agonist | EPAC2 agonist
CN(C)c1ccc(S(=O)(=O)NCC(=O)OCC(=O)Nc2cccc(Cl)c2)cc1[N+](=O)[O-] | -4% | 0% | 0 | i | -6.5 | -9% | -3 | 8%
CCOc1ncccc1C(=O)OCC(=O)Nc1cc(S(=O)(=O)N2CCOCC2)ccc1C | i | 3% | 0 | i | 1.3 | -5% | 3 | 11%
COc1ccc(NC2=C(C)C(=O)CC2)cc1 | i | -1% | -10 | i | -1.5 | 14% | 8 | 6%
CC1(Oc2ccc3ccccc3c2)CCN(Cc2ccc(OC(F)(F)F)cc2)C1 (stereo not given) | -24% | / | -9 | i | -1.9 | -1% | 1 | -4%
COC(=O)[C@H](C)NC(=O)Nc1cc(Cl)ccc1C | -11%[57.5 µM] | 0% | -12 | i | -4.5 | -2% | 0 | 16%
CCOc1ccc(NC(=O)CN(C)CC(=O)Nc2ccc(F)c(F)c2F)cc1OCC | i | 3% | 2 | i | 1.7 | -2% | 4 | -5%
COc1ccc(CNC(=O)CCNS(=O)(=O)c2ccc(Cl)cc2)cc1 | -17% | 0% | 1 | i | -1.6 | -2% | 5 | 6%
O=C(OCn1nnc2ccccc2c1=O)c1cn(-c2ccccc2)nc1-c1cccnc1 | -14% | 0% | -4 | i | -1.4 | 6% | -8 | -6%
NS(=O)(=O)c1ccc(CCNC(=O)CSc2nc3ccsc3c(=O)n2CC(=O)O)cc1 | i | -1% | 3 | i | -0.2 | 26% | 3 | 3%
CCN(CC)C(=O)CN(c1ccc2c(c1)OCO2)S(C)(=O)=O | -19% | 0% | -17 | i | 0.2 | 2% | -10 | 12%
Cc1ccc(-n2nc(CC#N)c(C#N)c2N)cc1 | i | 0% | -14 | i | -0.9 | 0% | 1 | -1%
Cc1ccccc1CC(=O)NC1CCCCCC1 | -95% | -1% | -18 | i | 1.9 | 13% | -9 | -4%
O=C(CS(=O)(=O)c1c[nH]c2ccccc12)N1CCCCCC1 | i | -1% | 6 | i | 1.5 | 10% | 6 | -3%
COc1ccccc1Oc1ccc(S(=O)(=O)N2CCCCC2)cc1NC(=O)CCNC(C)=O | -22% | -1% | 3 | i | -0.6 | -1% | 1 | -9%
C=CCNC(=S)NC1CC(C)(C)NC(C)(C)C1 | i | 0% | -17 | i | -0.3 | 19% | -2 | -2%
O=c1cc(CO)oc2ccccc12 | 5% | -1% | -2 | i | -0.6 | 9% | -16 | -6%
O=C(COC(=O)C1CCCCC1)Nc1ccc(S(=O)(=O)N2CCOCC2)cc1 | -14% | 0% | 3 | i | -4.0 | -4% | 1 | -9%
COc1cc2oc(=O)cc(CN3CCCC3)c2cc1Cl | -12% | / | -9 | i | 0.1 | 4% | 3 | -1%
CC1(C(=O)NS(=O)(=O)c2cccs2)CCN1C(=O)CC1CCCCC1 (stereo not given) | -2% | / | 0 | i | 1.1 | 10% | -14 | 2%
CC(C)CCNC(=O)c1ccc(Cn2c(=S)[nH]c3ccccc3c2=O)cc1 | -8% | 0% | 2 | i | 0.0 | 10% | -6 | 3%
CCCCn1c(N)c(N(CCOC)C(=O)COC(=O)COc2cc(C)ccc2Cl)c(=O)[nH]c1=O | i | -29% | 5 | i | -1.2 | 12% | 10 | 5%
CC(=O)c1cccc(NC(=O)Cn2cnc(S(=O)(=O)N3CCc4ccccc43)c2)c1 | -34%[inhibitor] | -2% | 5 | i | -0.4 | -2% | 3 | 4%
CC(=O)n1cc(/C=N/NC(=O)c2sc(C)nc2C)c2ccccc21 | -15% | -4% | 42 | i | 0.2 | -4% | 5 | 5%

Assay outcomes from PubChem BioAssay.

An excerpt. The share of hits here may be higher or lower than overall.
